High-throughput results deposited in PubChem BioAssay by several laboratories.
BoNT A protease: BoNT/A light chain protease inhibitors, primary screen, biochemical, flow cytometry, MLPCN library; multiplex microsphere protease substrate cleavage; Botulinum neurotoxin type A light chain protease (Clostridium botulinum A str. ATCC 3502); inhibition, % at 10 µM; 360,000 tested, 0.17% active; AID 588499, 2011; in the data active = inhibition above about 30%; inconclusive = no clear call, values can overlap the other calls; also: plate controls were buffer without enzyme for full effect and enzyme alone for no effect
UGM FP inh: M. tuberculosis UGM enzyme inhibitors, primary screen, biochemical, fluorescence polarization, single point. purified UGM, fluorescence polarization probe displacement. inhibition, % at 10 µM. 320,000 tested, 0.06% active. AID 504406, 2011; in the data active = inhibition above about 10%, passing the limit was not always enough; inconclusive = no clear call, values can overlap the other calls
Target sequence (P9WIQ1 whole entry, looked up): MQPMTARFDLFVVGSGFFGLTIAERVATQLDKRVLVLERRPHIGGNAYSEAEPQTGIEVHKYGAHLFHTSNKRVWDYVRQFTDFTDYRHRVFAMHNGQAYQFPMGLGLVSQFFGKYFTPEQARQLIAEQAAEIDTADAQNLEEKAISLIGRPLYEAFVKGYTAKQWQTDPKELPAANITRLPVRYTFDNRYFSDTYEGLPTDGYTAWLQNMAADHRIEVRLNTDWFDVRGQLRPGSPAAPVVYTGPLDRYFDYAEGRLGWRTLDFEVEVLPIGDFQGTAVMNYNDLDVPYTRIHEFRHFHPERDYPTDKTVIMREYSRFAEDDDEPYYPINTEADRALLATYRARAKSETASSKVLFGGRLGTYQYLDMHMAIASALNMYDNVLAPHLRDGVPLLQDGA
CCHFV vOTU inh: CCHFV vOTU protease inhibitors, primary screen, biochemical, Pep-AMC substrate, fluorescence; inhibition, % at 11.5 µM; 370,000 tested, 0.55% active; AID 651958, 2012; also: 0% = vehicle wells with enzyme and 100% = no enzyme wells
PrPC TRFRET: inhibitors of human cell surface prion protein PrPC, primary screen, cell-based, TR-FRET; AID 720596, 2013; TR-FRET read-out; 370,000 tested, 0.43% active; inhibition, % at 13.8 µM; in the data active = inhibition above about 24%; also: 0% = median of the test wells and 100% = reference compound wells
Mtb BioA inh: M. tuberculosis BioA enzyme inhibitors, primary screen, biochemical, plate reader, single point, HTS | AID 602481, 2012 | inhibition, % at 9.99 µM | 360,000 tested, 0.096% active | 7,8-diaminopelargonic acid synthase BioA (Mycobacterium tuberculosis) | purified M. tuberculosis BioA enzyme; in the data active = inhibition above about 40%; inconclusive = no clear call, values can overlap the other calls
FadD28 FP inh: inhibitors of FadD28 bisubstrate probe binding, primary screen, biochemical, fluorescence polarization, single point; Mycobacterium tuberculosis FadD28 fatty-acid-AMP ligase; inhibition, % at 12.5 µM; 360,000 tested, 0.22% active; AID 588549, 2011; in the data active = inhibition above about 8.5%, passing the limit was not always enough; inconclusive = no clear call, values can overlap the other calls
Mtb FBA inh: Mtb FBA enzyme inhibitors, primary screen, biochemical, fluorescence, strain H37Rv; Fructose-bisphosphate aldolase (Mycobacterium tuberculosis (strain ATCC 25618 / H37Rv)), …; purified M. tuberculosis FBA, fluorescence read-out; inhibition, % at 1 µM; 360,000 tested, 2.3% active; in the data active = inhibition above about 27%;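 also: 0% = vehicle and 100% = reference inhibitor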
Target sequence (P9WQA3 whole entry, looked up): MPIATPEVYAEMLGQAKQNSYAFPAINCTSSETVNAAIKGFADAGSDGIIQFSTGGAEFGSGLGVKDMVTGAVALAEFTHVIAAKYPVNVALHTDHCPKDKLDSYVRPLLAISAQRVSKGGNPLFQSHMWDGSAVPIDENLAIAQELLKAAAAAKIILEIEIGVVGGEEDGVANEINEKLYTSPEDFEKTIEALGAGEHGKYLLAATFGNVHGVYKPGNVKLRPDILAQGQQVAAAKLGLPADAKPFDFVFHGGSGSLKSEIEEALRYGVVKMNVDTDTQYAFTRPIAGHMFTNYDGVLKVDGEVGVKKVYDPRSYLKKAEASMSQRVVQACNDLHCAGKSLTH
BoNT F protease: BoNT/F light chain protease inhibitors, primary screen, biochemical, flow cytometry, MLPCN library; Multiplex microsphere protease cleavage assay; inhibition, % at 10 µM; Botulinum neurotoxin type F light chain protease (Clostridium botulinum); 360,000 tested, 0.22% active; AID 588497, 2011; in the data active = inhibition above about 35%, passing the limit was not always enough; inconclusive = no clear call, values can overlap the other calls; also: plate controls were buffer without enzyme for full effect and enzyme alone for no effect
GDH-TPI counter: GDH-TPI coupling enzyme inhibitors, primary screen, artefact control for M. tuberculosis FBA inhibitor project, biochemical, absorbance, full deck; 360,000 tested, 1.2% active; AID 588335, 2011; inhibition, % at 4.8 µM; GDH-TPI coupled enzyme counterscreen, NADH absorbance;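 also: 0% = DMSO wells and 100% = wells lacking the enzyme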
* marks the source's active call; other numbers are inactive results; ? = inconclusive; / = not tested or not shown. Rule as the data show it, unless noted: active = inhibition above about 30%; inactive = the rest.

SMILES	BoNT A protease	UGM FP inh	CCHFV vOTU inh	PrPC TRFRET	Mtb BioA inh	FadD28 FP inh	Mtb FBA inh	BoNT F protease	GDH-TPI counter
CCOC(=O)C1=C(C)C2C3C(=O)N(c4ccccc4C)C(=O)C3C1(C)C1C(=O)N(c3ccccc3C)C(=O)C21 (configuration not stated)	-0.4	-1.3	-8.5	-5.5	-1.5	-0.8	3.8	0.6	9.9
Cc1cc(C)c(NC(=O)C(C)c2cccc(C(=O)c3ccccc3)c2)c(C)c1 (configuration not stated)	0.9	-5.3	-17.1	0.2	/	-0.7	2.3	14.4	14.2
CCOC(=O)C1=C(C)Nc2ncnn2C1c1c[nH]c2ccccc12 (configuration not stated)	-0.4	0.4	-9.6	-2.4	2.2	-0.1	-1.2	-4.5	6.4
O=C(O)c1cccc(NC(=O)c2cccc(S(=O)(=O)N3CCc4ccccc4C3)c2)c1	-0.5	1.6	3.3	-5.8	1.5	-2.3	2.4	-4.9	-7.6
COC(=O)[C@H](Cc1c[nH]c2ccccc12)NC(=O)Cc1c[nH]c2ccccc12	-1.3	0.3	3.5	8.1	0.5	-4.6	1.9	-5.0	-4.0
Cc1ccc(Nc2ccccc2)cc1	-0.1	-1.4	11.1	2.2	-1.7	0.5	1.7	9.7	-1.9
CC(=O)Nc1ccc(C(=O)CSc2nnc(-c3ccccc3F)n2CCc2ccccc2)cc1	/	/	19.1	2.1	/	-4.1	2.8	/	10.3
COc1cc2nc(C3CCC3)n(NC(=O)COc3ccccc3)c(=O)c2cc1OC	0.0	-1.6	-10.7	0.1	-1.2	-0.6	0.2	7.6	9.5
CC(=O)N1CCN(Cc2nc(C(c3ccccc3)c3ccccc3)no2)CC1	-0.6	-2.3	5.5	6.0	/	-0.5	-0.2	-3.5	-4.5
CCOc1ccc(OCCC(=O)OCC(=O)N2CCN(S(=O)(=O)c3ccc(Cl)cc3)CC2)cc1	-2.4	0.0	13.6	6.6	-0.5	-4.9	0.4	-3.3	-1.4
CC(=O)c1cc(NC(=O)c2ccc(C)cc2)c(=O)oc1C	-2.0	0.1	11.4	-2.7	/	-3.2	11.6	-3.8	1.0
CSCCC(NC(=O)c1ccccc1Cl)C(=O)NCC1COc2ccccc2O1 (configuration not stated)	-1.6	/	-3.4	-1.7	1.4	-4.4	-0.5	-8.4	-8.1
CCOC(=O)CN1N=C(/C=C/c2ccccc2)CCC1=O	-0.2	0.8	4.6	4.7	-1.6	1.4	4.8	-25.4	17.1
Cc1nc2ccccc2c2nc(NC(=O)Cc3ccccc3)nn12	?	2.9	-5.6	-3.9	/	-0.8	0.6	-6.6	-3.0
N#Cc1ccccc1NC(=O)COC(=O)c1cccs1	0.1	-0.8	-16.5	4.2	0.0	-5.0	-0.9	-3.9	-6.5
Cc1c(C(=O)OCC(=O)N2CCCCC2C)oc2ccccc12 (configuration not stated)	-1.7	-1.2	1.3	-0.3	1.1	/	2.5	-4.2	7.0
CC1=C(C#N)C(Nc2cc(C)ccn2)(C(F)(F)F)C(=O)N1 (configuration not stated)	-0.1	-0.7	-1.2	7.4	-0.7	-1.0	1.5	3.8	-0.9
Nc1scc(-c2ccncc2)c1Cl	-1.6	0.7	4.5	0.7	7.4	2.0	-1.4	-6.5	-2.2
COc1ccc(/C=C2\SC(=S)N(C(C(=O)O)c3ccccc3)C2=O)c(OC)c1 (configuration not stated)	0.4	0.0	15.5	-4.7	-0.3	-5.9	-15.5	-4.0	4.3
N#CCCCSc1nnc(Cc2ccc3c(c2)OCO3)o1	0.3	-0.3	1.9	5.8	-4.2	-0.7	0.6	-21.9	10.4
Cc1cc(C(=O)NNC(=O)c2ccc(NC(=O)CC#N)cc2)c(C)o1	-0.7	-0.3	-6.4	-4.5	-0.6	-0.3	3.0	-10.5	4.2
Cc1ccc(CNC(=O)C2CCC(=O)N(Cc3cccc(C(F)(F)F)c3)C2)o1 (configuration not stated)	3.5	0.2	12.0	3.0	-0.6	-0.7	-1.5	17.3	0.0
Cc1ccc(OCC(=O)Nc2oc(-c3ccccc3)c(-c3ccccc3)c2C#N)cc1	-0.2	2.0	3.6	-1.7	-1.9	-3.1	0.3	0.4	1.5
O=C(CCCn1c(=O)[nH]c2ccccc2c1=O)N1CCN(c2ccccn2)CC1	0.0	-2.3	7.1	6.1	-1.0	2.6	4.8	-0.9	-4.3
O=C1c2ccccc2C(=O)N1Cc1nc(-c2ccncc2)no1	-0.4	3.0	-6.7	-1.0	-0.2	1.1	1.3	0.7	7.1
Cc1cc(NC(=O)CSc2nc(=O)cc(N)n2-c2ccc(C)c(C)c2)no1	-1.2	-3.3	11.5	-1.2	-0.5	-3.6	-3.4	3.2	3.5
CC1CCCN(C(=O)CN2C(=O)NC(C)(c3ccc4ccccc4c3)C2=O)C1 (configuration not stated)	-0.2	-0.6	6.1	2.2	/	-3.8	-3.5	3.8	-0.5
Cn1c(CNC(=O)c2ccccc2F)nnc1SCC(=O)Nc1nncs1	0.8	-1.6	8.0	0.8	0.3	1.9	-0.6	-1.1	-2.7
CS(=O)(=O)N(CCc1ccccc1)CC(=O)NCc1ccc2c(c1)OCO2	-0.2	1.0	0.3	5.3	1.7	-1.2	0.2	-1.3	-2.5
O=S(=O)(NCc1ccco1)c1cnc(Cl)c(Br)c1	-1.4	4.5	1.9	-2.9	-1.2	-2.8	0.5	-16.4	5.9
COc1ccc(CSc2n[nH]c(C)n2)cc1[N+](=O)[O-]	0.4	-0.8	-2.6	-10.9	/	-1.3	1.2	-10.1	1.9
Cc1ccc(NC(=O)NC2CCCCCCC2)cc1C	0.7	-0.7	-6.0	-0.7	-0.6	-1.4	3.4	4.8	-6.2
CCN(CC(=O)NCc1cccs1)C(=O)c1ccccc1F	0.2	-1.3	-9.6	2.8	/	-3.1	-3.5	1.4	-3.5
CCc1ccc(NC(=O)C2=CC=CN3CCS(=O)(=O)N=C23)cc1	/	0.7	4.0	-16.8	0.4	-3.9	-3.3	/	8.8
COc1cccc(NC(=O)CN(C)C(C)C(=O)Nc2ccc(C(C)=O)cc2)c1 (configuration not stated)	-0.1	3.1	5.8	-4.5	/	-0.5	1.3	-6.7	-5.7
Cc1cccn2c(=O)nc(SCC(=O)N3CCOCC3)nc12	/	-0.5	0.2	0.4	9.4	-1.3	4.0	/	17.3
Cc1ccc2cc(NC(=O)Cc3ccccc3)ccc2n1	/	0.8	-5.1	1.6	5.4	-1.9	11.2	/	-3.1
O=C(Cn1ccc(NC(=O)OCc2ccccc2)nc1=O)NCC1CCCO1 (configuration not stated)	0.4	1.3	-3.1	1.6	0.9	-0.8	1.6	-1.5	-2.2
CC(=O)NNC(=O)c1sc(=S)n(C)c1C	4.4	2.5	6.2	2.0	/	-4.0	-4.2	?	33.3*
COCCN(CC(=O)Nc1cccc(C)c1C)C(=O)Cc1cccs1	-3.2	-0.2	8.3	1.6	-0.6	-2.2	0.0	-4.7	-1.1
O=C(c1ccc2c(=O)n3c(nc2c1)CCCCC3)N1CCN(c2ccc(Cl)cc2)CC1	-1.2	-2.3	21.4	-3.7	-3.7	-2.7	3.2	-3.8	5.3
COc1ccc(NC(=O)CSc2nnc(-c3cccs3)n2N)cc1S(N)(=O)=O	0.1	-0.2	-0.9	-2.9	-1.2	0.0	0.9	-8.7	7.8
O=C(CN1CCCCCC1)Nc1ccc(Br)cc1	0.2	-0.3	10.3	0.8	2.8	-0.7	1.4	-2.4	-1.4
O=C(O)CCc1ccc(-c2ccc(Br)cc2)o1	?	-0.2	-4.0	1.2	4.3	0.8	-0.2	-2.8	7.7
Cc1ccnc2nc(C(=O)OCC(=O)c3ccc(Cl)cc3)nn12	2.6	0.6	-7.4	-2.2	-2.1	-1.7	1.7	2.7	-0.7
CCC(=O)Nc1c(C)cc(C)cc1Cl	-0.2	-0.8	-7.4	-2.0	-1.4	-3.2	-0.7	-5.0	-6.0
Cc1cccnc1NC(=S)Nc1ncccc1C	-2.7	0.4	15.1	1.2	-0.7	-2.1	7.6	3.0	12.0
CCOc1ccccc1N1CCN(C2=C(NS(=O)(=O)c3cccs3)C(=O)c3ccccc3C2=O)CC1	-0.8	2.1	-5.8	-28.7	-2.7	13.8*	-3.5	-18.5	-7.5
CC(=O)Nc1cccc(NC(=O)CSc2nccn2Cc2ccccc2)c1	1.3	-1.9	-20.2	9.5	1.1	0.8	1.9	2.4	-4.1
CCc1nc2c(c(SC)nn2-c2ccccc2)c(N)c1C(=O)OC	-0.3	0.6	-17.6	2.1	-0.7	0.8	0.2	-2.7	18.8

The results go on:
SMILES	BoNT A protease	UGM FP inh	CCHFV vOTU inh	PrPC TRFRET	Mtb BioA inh	FadD28 FP inh	Mtb FBA inh	BoNT F protease	GDH-TPI counter
Cc1ccc(NC(=O)CCN2C(=O)C3C4CCC(C4)C3C2=O)cc1Cl (configuration not stated)	-2.3	-1.7	-5.7	6.4	-1.0	-0.5	6.3	-2.2	4.1
N#Cc1ccc(Oc2ccc(C#N)c(C#N)c2)cc1C#N	0.3	/	0.9	-7.0	-1.5	-1.3	1.4	-1.5	3.5
CN(CC(=O)O/N=C(\N)c1ccccn1)S(=O)(=O)c1ccc(Br)cc1	-0.8	-1.6	-12.6	-1.8	-0.3	-3.0	-2.7	-8.8	-4.5
CC(NC(=S)Nc1ccccc1C(F)(F)F)C1CC2CCC1C2 (configuration not stated)	0.3	-0.5	21.0	3.1	/	-1.0	0.4	-5.8	2.8
O=C(CCC1N=C2c3ccccc3N=C(SCc3ccccc3Cl)N2C1=O)NCc1ccco1 (configuration not stated)	1.6	0.4	-23.8	-5.8	5.6	-1.4	7.1	13.1	9.7
CC(C)(C)c1nc2c(s1)CCc1onc(-c3ccc(Cl)cc3)c1-2	-0.4	-0.7	0.8	5.4	-2.2	0.0	1.2	-6.2	4.0
CCCCN(C(=O)/C=C/c1ccco1)c1c(N)n(Cc2ccccc2)c(=O)[nH]c1=O	-0.7	-1.4	22.5	-2.2	/	-2.3	2.0	-2.4	8.4
COc1cc(C2C(C#N)=C(N)Oc3cc(C)n(CC4CCCO4)c(=O)c32)cc2c1OCO2 (configuration not stated)	0.0	/	2.1	3.7	0.6	-1.9	3.5	0.9	4.4

Exported with each value named: three of the compounds above.
COc1ccc(CSc2n[nH]c(C)n2)cc1[N+](=O)[O-]
- BoNT A protease: 0.4
- UGM FP inh: -0.8
- CCHFV vOTU inh: -2.6
- PrPC TRFRET: -10.9
- Mtb BioA inh: /
- FadD28 FP inh: -1.3
- Mtb FBA inh: 1.2
- BoNT F protease: -10.1
- GDH-TPI counter: 1.9
Cc1ccc(NC(=O)NC2CCCCCCC2)cc1C
- BoNT A protease: 0.7
- UGM FP inh: -0.7
- CCHFV vOTU inh: -6.0
- PrPC TRFRET: -0.7
- Mtb BioA inh: -0.6
- FadD28 FP inh: -1.4
- Mtb FBA inh: 3.4
- BoNT F protease: 4.8
- GDH-TPI counter: -6.2
CCN(CC(=O)NCc1cccs1)C(=O)c1ccccc1F
- BoNT A protease: 0.2
- UGM FP inh: -1.3
- CCHFV vOTU inh: -9.6
- PrPC TRFRET: 2.8
- Mtb BioA inh: /
- FadD28 FP inh: -3.1
- Mtb FBA inh: -3.5
- BoNT F protease: 1.4
- GDH-TPI counter: -3.5
